# Bioassay records from PubChem BioAssay.
# GPR151 ag = human GPR151 activation | Q8TDV0 | PathHunter beta-arrestin GPR151 cells, luminescence | activation, % at 11.2 µM | 650,000 tested, 1% active; in the data active = activation above about 4.9%;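 also: 0% = median of compound wells and 100% = cells with positive control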
# Target sequence (Q8TDV0 whole entry, looked up): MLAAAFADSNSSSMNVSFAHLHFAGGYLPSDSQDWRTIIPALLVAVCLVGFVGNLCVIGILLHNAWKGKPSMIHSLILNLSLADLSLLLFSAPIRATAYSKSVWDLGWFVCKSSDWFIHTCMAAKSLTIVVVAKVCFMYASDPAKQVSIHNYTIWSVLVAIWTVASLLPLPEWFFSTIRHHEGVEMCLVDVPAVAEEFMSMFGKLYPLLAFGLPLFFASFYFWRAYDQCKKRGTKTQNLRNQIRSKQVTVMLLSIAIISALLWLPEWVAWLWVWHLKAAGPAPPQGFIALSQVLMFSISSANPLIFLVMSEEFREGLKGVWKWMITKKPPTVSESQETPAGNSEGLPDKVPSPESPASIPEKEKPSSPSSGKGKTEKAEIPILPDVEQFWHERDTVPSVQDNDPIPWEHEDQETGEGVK
# TEAD-YAP inh = TEAD-YAP interaction inhibition | HEK-TIYL cells, TEAD-Gal4/YAP UAS-luciferase luminescence | inhibition, % at 9.12 µM | 640,000 tested, 1.4% active | AID 1259422; in the data active = inhibition above about 32%;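 also: 0% = median of test compound wells and 100% = reference inhibitor wells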
# MITF primary = human MITF inhibition, primary screen; 650,000 tested, 0.91% active; O75030; inhibition, % at 2.6 µM; AlphaScreen MITF homodimerization, bead proximity signal; in the data active = inhibition above about 50%;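 also: 0% = vehicle wells with protein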
# FBW7 activator = activators of human E3 ligase FBW7 | Q969H0 | AlphaScreen FBW7–phospho-cyclin E peptide binding, activator screen | normalized activity (activation), % at 26.1 µM | 650,000 tested, 0.13% active; in the data active = normalized activity above about 1.9%;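 also: purified mutant Fbw7 with reduced substrate affinity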
# Target sequence (Q969H0 whole entry, looked up): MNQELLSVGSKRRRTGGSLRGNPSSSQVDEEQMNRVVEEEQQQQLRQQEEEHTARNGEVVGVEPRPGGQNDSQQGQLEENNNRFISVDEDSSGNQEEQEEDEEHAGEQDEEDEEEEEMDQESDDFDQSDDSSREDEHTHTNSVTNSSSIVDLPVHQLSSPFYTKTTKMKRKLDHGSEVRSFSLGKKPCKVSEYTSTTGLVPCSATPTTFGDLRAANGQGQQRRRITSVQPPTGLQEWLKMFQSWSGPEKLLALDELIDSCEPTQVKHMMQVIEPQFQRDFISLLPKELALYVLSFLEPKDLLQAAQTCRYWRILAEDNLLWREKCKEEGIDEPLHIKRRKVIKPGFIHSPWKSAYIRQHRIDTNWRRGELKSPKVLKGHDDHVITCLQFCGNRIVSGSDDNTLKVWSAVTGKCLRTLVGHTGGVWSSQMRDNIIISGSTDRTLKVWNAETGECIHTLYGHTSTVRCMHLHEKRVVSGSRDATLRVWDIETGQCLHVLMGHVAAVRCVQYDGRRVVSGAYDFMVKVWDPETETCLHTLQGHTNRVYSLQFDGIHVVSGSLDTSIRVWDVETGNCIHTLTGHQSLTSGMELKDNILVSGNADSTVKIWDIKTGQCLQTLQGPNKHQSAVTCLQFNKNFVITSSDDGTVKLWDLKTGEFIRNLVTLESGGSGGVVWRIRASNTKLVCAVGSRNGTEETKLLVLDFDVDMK
# * hit, by the source's call. This is a random part of the collection (roughly 3.4% active in at least one column).
SMILES,GPR151 ag,TEAD-YAP inh,MITF primary,FBW7 activator
CCN(CC)c1cc(N2CCCC2)c([N+](=O)[O-])cc1F,0.0,23.6,0.3,-0.5
COC(=O)C1=C(C)Nc2[nH]c(=O)[nH]c(=O)c2C1c1ccc([N+](=O)[O-])cc1 (stereo unspecified),0.3,-1.9,8.8,0.1
COc1ccc(-c2noc(CC3CCCCC3)n2)cc1,-0.3,-12.3,3.8,-0.1
O=C(OCc1ccccc1)c1ccc2c(c1)C(=O)N(c1ccc([N+](=O)[O-])cc1)C2=O,1.0,8.4,4.4,0.1
O=C(NCCc1ccc(Cl)cc1)c1ccc(NC2=NC3CS(=O)(=O)CC3S2)cc1 (stereo unspecified),1.0,-4.8,-6.4,-0.3
CCOc1ccc(NC(=O)COC(=O)CCC2CCCCC2)cc1,-0.4,4.6,-7.3,0.0
O=C(NC1CCCCC1)[C@@H]1C=CCN1C(=O)c1ccc(F)cc1F,0.1,-1.0,4.1,0.6
O=C(CSc1nncs1)NC1CCCc2ccccc21 (stereo unspecified),-0.9,-2.2,-1.4,0.0
COC(=O)c1ccccc1NS(=O)(=O)c1ccc2c(c1)NC(=O)CC(=O)N2,-0.5,-4.3,-1.6,0.0
CCOC(=O)C1(Cc2ccc(Cl)cc2)CCN(Cc2ccon2)CC1,-0.3,0.0,-2.2,-0.1
CCOc1cc(C2CC(=O)N3CN(Cc4ccccc4)CSC3=C2C#N)ccc1O (stereo unspecified),0.2,-4.0,-4.5,-0.2
O=c1c2ccccc2nc(-c2ccc(Br)cc2)n1NCc1ccc(Oc2ccccc2)cc1,-0.6,-4.0,-5.0,-0.3
COc1ccc(C(=O)OCC(=O)c2ccc(Br)cc2)cc1,0.0,-1.5,11.6,-0.1
COCCNC(=O)c1cc(-c2cccc(O)c2)on1,-1.0,-7.1,-21.8,-0.1
O=C(CNC(=O)c1cccs1)OCc1c(F)cccc1Cl,0.7,-0.6,3.2,0.1
NS(=O)(=O)c1ccc(CCNC(=O)Cc2ccc(Br)cc2)cc1,-0.9,5.7,6.7,-0.2
COc1ccc(NC(=O)C2CC(=O)N=C(N)S2)cc1 (stereo unspecified),0.2,5.9,-1.5,-0.1
Cc1ccc(NC(=O)N2CCCC2C(=O)Nc2ccc(F)cc2)cc1 (stereo unspecified),0.1,6.0,-2.7,-0.1
COc1ccc(-n2c(=S)[nH]c3cc(C(=O)Nc4cc(OC)c(OC)c(OC)c4)ccc3c2=O)c(OC)c1,-1.1,3.0,13.4,0.2
COc1cccc(/C=C2/SC(N3CCCCC3)=NC2=O)c1,0.3,-41.5,0.1,0.0
CC(C)(C)c1ccc(C2C(C#N)=C(N)N(c3ccc([N+](=O)[O-])cc3)C3=C2C(=O)CCC3)s1 (stereo unspecified),-0.3,-6.2,15.7,0.2
Cc1c(C(=O)Nc2ccccc2C(F)(F)F)sc2ncn(Cc3ccccc3F)c(=O)c12,0.2,6.5,4.8,0.0
CCC1(C)CC(=O)N(c2ccc(C(=O)O)c(O)c2)C1=O (stereo unspecified),0.4,7.9,-1.6,0.2
Cc1ccc(C(=O)Nc2ccc3oc(=O)ccc3c2)cc1,0.1,-42.1,-2.5,-0.1
CC(C)c1ccc(CNCc2cc(NC(=O)c3ccccn3)cc(C(=O)N(C)C)c2)cc1,-0.5,8.6,2.2,0.0
COc1ccc(N2C(=O)C3ON(c4ccccc4)C(c4ccc(Cl)cc4Cl)C3C2=O)cc1 (stereo unspecified),3.6,-1.0,-0.1,-0.1
Cc1cc(/C=C2/NC(=S)NC2=O)c(C)n1-c1ccc(I)cc1,0.2,5.8,0.3,0.2
CCC(c1cccc(C)c1)N(C)NC(=O)C(O)(c1cccc(C)c1)c1cccc(C)c1 (stereo unspecified),3.8,-11.0,1.7,0.1
CCOc1ccc2cc(C#N)c(SCC(=O)Nc3c(C)[nH]c(=O)[nH]c3=O)nc2c1,-0.6,0.2,-10.4,0.0
CCCCOc1ccc(S(=O)(=O)n2cnc3cc(C)c(C)cc32)cc1,-0.5,47.8*,-4.5,-0.2
CCc1ccc(OC)c(S(=O)(=O)NCCN2CCN(c3ccccc3OC)CC2)c1,-0.6,9.6,-4.5,-0.4
Cc1ccc(C(=O)Nc2nc(-c3ccc(F)cc3)cs2)o1,-1.3,0.2,6.6,0.0
COc1ccc2nc3c(cc2c1)CN(C1CCC1)C(=O)CO3,0.8,-7.8,-3.4,-0.1
CCCCN=C1NN=C(c2ccc3c(c2)OCCO3)CS1,-0.5,5.2,8.6,-0.2
CCc1ccccc1NC(=S)N(Cc1ccccc1)Cc1ccccn1,-1.2,4.1,10.3,-0.1
COc1cccc(/C=N/NC(=S)Nc2cccc(F)c2)c1O,-0.4,40.2*,57.7*,-0.2
COc1ccc(OC)c(-n2c(=S)[nH]c3cc(C(=O)NCc4ccc(Cl)cc4)ccc3c2=O)c1,3.6,-5.2,11.1,0.0
O=[N+]([O-])c1ccc(N2CCN(S(=O)(=O)c3ccccc3)CC2)cc1Sc1cccc2cccnc12,2.1,4.4,10.2,0.0
CC1(C)Cc2c(sc(NC(=O)CO/N=C/c3ccccc3)c2C#N)C(C)(C)N1,0.1,6.8,3.0,-0.3
COC(=O)c1ccc2c(=O)n(CCc3ccc(OC)c(OC)c3)c(SCC(=O)Nc3ccc(OC)cc3OC)nc2c1,-0.6,0.2,8.1,-0.2
Cc1ccc2c(c1)cc(CN(CC1CCCO1)C(=O)c1ccccc1Cl)c1nnnn12 (stereo unspecified),0.2,-0.9,-4.2,-0.1
Cc1cc(C)n2nc(SCC(=O)Nc3c(C)nn(-c4ccccc4)c3C)nc2n1,5.4*,-9.3,-3.1,0.1
COc1ccc(N2CCN(CCCn3c(SCc4ccccc4)nc4ccsc4c3=O)CC2)cc1,-0.4,2.1,6.9,-0.1
CCN1C(SCC(=O)Nc2cccc(C)c2C)=NS(=O)(=O)c2ccccc21,-1.6,-2.9,10.8,-0.1
CCN(c1cccc(C)c1)S(=O)(=O)c1cc(C(=O)Nc2ccc(Oc3ccccc3)cc2)ccc1F,0.4,35.4*,13.0,-0.1
O=C(NCCO)C(=O)NCC1CCCN1S(=O)(=O)c1cccs1 (stereo unspecified),1.0,3.4,6.6,0.3
NC(=NCCc1ccccc1)c1cccc([N+](=O)[O-])c1,-0.9,-9.8,-5.2,-0.1
COc1ccc(N(C(=O)c2ccccc2)S(=O)(=O)c2cccs2)cc1,0.5,1.6,6.2,0.2
O=C(N/N=C/c1ccccn1)c1cc(-c2c[nH]c3ccccc23)n[nH]1,-0.6,-12.1,6.0,-1.3
CC(C)C(=O)Nc1ccc(NC(=O)COc2ccc([N+](=O)[O-])cc2)cc1,0.5,5.2,16.9,0.0
Cc1cc(C(=O)CSc2nnc(Nc3ccccc3)s2)c(C)n1CC1CCCO1 (stereo unspecified),2.0,-11.8,1.3,-0.1
COc1cc(OC)c(C=Nc2ccc(C(N)=O)cc2)cc1Br,-0.2,7.5,-3.5,0.8
O=C1C(=O)N(c2cccnc2)C(c2ccccc2F)/C1=C(/O)c1ccccc1 (stereo unspecified),-2.7,2.7,19.1,0.0
COc1cc([N+](=O)[O-])cc(/C=N/NC(=O)C(C)Nc2cccc3ccccc23)c1O (stereo unspecified),1.4,12.1,1.7,0.1
COC(=O)c1ccc(N2C(=O)C3C4C=CC(CO)(O4)C3C2=O)cc1 (stereo unspecified),0.0,-8.1,-0.3,-0.1
COC(=O)c1ccc(CNc2ccncc2[N+](=O)[O-])cc1,-0.4,-2.4,-13.3,-0.1
CCC(=O)C(Sc1ccccc1[N+](=O)[O-])C(C)=O (stereo unspecified),0.3,10.5,-6.0,0.0
CC(=O)N1c2ccccc2NC2=C(C(=O)CC(c3cccc([N+](=O)[O-])c3)C2)C1c1ccc(Cl)cc1 (stereo unspecified),-1.3,5.5,15.2,0.1
COc1ccc(CNC(=O)C/C(C)=N/NC(=O)Cc2ccc(-c3ccccc3)cc2)cc1,2.1,0.8,16.2,0.8
Cc1ccc(C(=O)N/C(=C\c2cccs2)C(=O)NCCN2CCOCC2)cc1C,-1.0,-3.3,-17.3,0.1

# (cont.)
SMILES,GPR151 ag,TEAD-YAP inh,MITF primary,FBW7 activator
COc1cc(/C=N\NC(=O)c2cc(C)[nH]n2)ccc1OC(C)=O,2.3,4.1,23.8,-0.1
Cc1cccc(C(=O)Nc2c(C(=O)N3CCN(C)CC3)cnn2-c2ccccc2)c1,-0.7,11.2,14.0,2.3*
C[C@@H](O)[C@@H]1NC(=O)[C@@H]2C[C@H](NC(=O)c3cc(F)c(F)cc3F)CN2C1=O,-0.7,5.8,13.3,0.4
Cc1[nH]c2c(C)cccc2c(=O)c1CN1CCCCC1,-1.5,1.6,2.6,0.2
Cc1ccc(C(=O)OCC(=O)CS(=O)(=O)c2ccc(C)cc2)cc1,-0.6,6.8,14.2,0.7
O=C(CN1CCN(c2ccccn2)CC1)Nc1ccc2[nH]c(=O)[nH]c2c1,1.3,4.3,4.4,0.0
CCOc1ccccc1NC(=O)CN1C(=O)C(CC)SC(CC)C1=O (stereo unspecified),-1.5,-6.9,4.6,-0.2
CCN(CC)CC#CCN1c2ccccc2Sc2ccccc21,0.8,4.0,21.8,0.5
Cc1cc(/C=C2\NC(=O)N(Cc3ccc(Cl)cc3)C2=O)c(C)n1-c1cccnc1,-0.8,-2.4,5.9,0.3
COc1c(S(=O)(=O)N2CCCCC2C)ccc(Cl)c1Cl (stereo unspecified),4.8,4.8,3.0,0.4
N=c1oc2ccc3ccccc3c2cc1C(=O)Nc1ccccc1F,-1.7,-4.0,0.2,-0.1
CC(C(=O)OCC(=O)c1ccc(-c2ccccc2)cc1)N1C(=O)c2ccc3c4c(ccc(c24)C1=O)CC3 (stereo unspecified),-1.0,1.1,18.6,0.7
NC(=O)CN(c1cc(Cl)ccc1Cl)S(=O)(=O)c1ccccc1,0.6,8.9,-9.4,0.0
CCOc1ccccc1C1C(C(=O)OCC2CCCO2)=C(C)NC2=C1C(=O)CC(C)(C)C2 (stereo unspecified),-1.3,5.0,-6.1,-0.4
CCCCOC(=O)c1ccc(NC(=O)c2oc3ccccc3c2C)cc1,-0.7,19.3,1.0,-0.1
COC(=O)[C@@H]1CCCN1Cc1ccc2c(c1)CN(Cc1c(C)nc3sccn13)CCO2,0.8,28.8,-18.6,0.1
CC1CN=C(N(C(=O)Nc2ccccc2)c2ccc(OC(F)(F)F)cc2)S1 (stereo unspecified),-0.9,-22.4,-13.5,0.0
C/C(=N\NC(=O)c1ccc(Cl)c(Cl)c1)c1nnn(-c2nonc2N)c1C,0.3,-3.1,12.4,0.4
Cc1ccc(C)c(N2CC(c3nc4ccccc4n3C)CC2=O)c1 (stereo unspecified),-0.5,-4.4,4.3,0.2
O=C(NCCOc1cccc2ccccc12)Nc1cc(F)c(F)cc1Cl,-0.5,-3.9,4.2,-0.1
N#CC1=C2SCN(c3ccccc3F)CN2C(=O)CC1c1cccc([N+](=O)[O-])c1 (stereo unspecified),1.2,4.2,3.0,0.2
Cc1cccc(-n2ncc3c(N4CCOCC4)ncnc32)c1,-6.7,93.3*,-1.3,0.0
Cc1ccc(OC(=O)c2cc(-c3ccccc3)nc3ccc(C)cc23)cc1,-0.5,-8.5,-8.2,0.0
COc1ccccc1C(=O)N[C@H]1C[C@H]2C(=O)N[C@@H](Cc3ccccc3)C(=O)N2C1,1.3,1.9,12.0,0.0
CC(=O)N/C(=C\c1ccccc1)C(=O)NC1CCCCC1C (stereo unspecified),-0.5,-6.4,8.0,0.7
Cc1ccc(OC(=O)N2CCN3C(=O)[C@H](Cc4ccc(Cl)cc4)NC(=O)[C@H]3C2)cc1,-1.7,-1.9,15.6,0.0
COc1cccc(OC)c1C(=O)Nc1ccc(N2CCOCC2)cc1,-0.6,-3.7,2.9,-0.1
COC(=O)COc1ccc(NC(=O)Cn2nc(-c3ccc(C)cc3)c3ccccc3c2=O)cc1,-0.8,0.1,6.4,0.0
C/C(=N/NC(=O)c1ccc([N+](=O)[O-])cc1)c1ccc(Cl)cc1Cl,-0.9,19.4,-6.7,-0.4
CCS(=O)(=O)c1ccc(O)c(NC(=O)Nc2ccc(Cl)cc2)c1,-0.5,-14.5,-2.6,0.0

# A portion of the results above, for reference:
SMILES,GPR151 ag,TEAD-YAP inh,MITF primary,FBW7 activator
CC1CN=C(N(C(=O)Nc2ccccc2)c2ccc(OC(F)(F)F)cc2)S1 (stereo unspecified),-0.9,-22.4,-13.5,0.0
C/C(=N\NC(=O)c1ccc(Cl)c(Cl)c1)c1nnn(-c2nonc2N)c1C,0.3,-3.1,12.4,0.4
Cc1ccc(C)c(N2CC(c3nc4ccccc4n3C)CC2=O)c1 (stereo unspecified),-0.5,-4.4,4.3,0.2
O=C(NCCOc1cccc2ccccc12)Nc1cc(F)c(F)cc1Cl,-0.5,-3.9,4.2,-0.1
N#CC1=C2SCN(c3ccccc3F)CN2C(=O)CC1c1cccc([N+](=O)[O-])c1 (stereo unspecified),1.2,4.2,3.0,0.2
Cc1cccc(-n2ncc3c(N4CCOCC4)ncnc32)c1,-6.7,93.3*,-1.3,0.0
Cc1ccc(OC(=O)c2cc(-c3ccccc3)nc3ccc(C)cc23)cc1,-0.5,-8.5,-8.2,0.0
COc1ccccc1C(=O)N[C@H]1C[C@H]2C(=O)N[C@@H](Cc3ccccc3)C(=O)N2C1,1.3,1.9,12.0,0.0
CC(=O)N/C(=C\c1ccccc1)C(=O)NC1CCCCC1C (stereo unspecified),-0.5,-6.4,8.0,0.7
Cc1ccc(OC(=O)N2CCN3C(=O)[C@H](Cc4ccc(Cl)cc4)NC(=O)[C@H]3C2)cc1,-1.7,-1.9,15.6,0.0
COc1cccc(OC)c1C(=O)Nc1ccc(N2CCOCC2)cc1,-0.6,-3.7,2.9,-0.1
